Screening data (PubChem BioAssay)
MLL CXXC-DNA inh: inhibitors of human MLL CXXC domain-DNA interaction | MLL-CXXC / FITC-HOXA9 DNA fluorescence polarization | Potency, µM (highest dose often 115 µM), without a hit: at the top dose activity change, negative = inhibition, usual class: inhibitors | 290,000 compounds, 0.037% hits | AID 2662; active = well fitted inhibition curve with a large enough effect in the polarisation, with a control signal flat, not every such curve was filed as active; inconclusive = small, poorly fitted or top-dose-only effect, or effect the other way, or a change in a side signal; inactive = no such curve, though single readings can be large or run the other way; the % refers to the polarisation; note: potency is the fitted concentration of half-maximal effect
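Purified MLL-CXXC (added from a 7 uM solution) was preincubated 5 min at ambient with pinned compounds in 50 mM Tris-HCl pH 7.5, 50 mM NaCl, 1 mM DTT, 0.05% BSA. Fluorescein-labeled HOX-A9 DNA (50 nM solution) followed, 30 min, then polarization read.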
KCNH2 3.1 inh: blocks the human KCNH2 3.1 channel isoform; U2OS KCNH2 3.1, thallium flux FluxOr; stronger effect = lower value; 340,000 compounds, 0.95% hits; activity change, % (tested at about 1.8 µM);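 active = maximum activity change below -70%; inconclusive = maximum activity change from -70% to -50%; inactive = maximum activity change above -50%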;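 note: thallium influx rate constant from kinetic fluorescence after stimulation buffer; % is set by controls: 0 for no effect and ±100 for the full control effect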
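Steps: virus added to U2OS suspension (4 h, RT, dark); medium with 10% FBS added, cells plated, 37 C overnight; FluxOr/Red40 loading buffer 45 min RT; stimulation buffer, 2 min kinetic read; rate constant normalized.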
Coupling enz: counter-screen for Giardia aldolase inhibitors: coupling enzyme system. 290,000 compounds, 0.67% hits. coupling enzyme system counterscreen, AmpLite Red fluorescence. AID 2472. activity change, negative = inhibition, % at 58.2 µM, hits read low; in the data active = activity change below about -30%; note: % is set by controls: 0 for no effect and ±100 for the full control effect
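Compounds tested against the coupling enzymes alone at 57.5 uM final; readout was AmpLite Red fluorescence (525/598 nm) after 20 min at RT.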
TRPV1 agonist: activates the human vanilloid receptor TRPV1 | Q8NER1 | TRPV1-expressing cells, Fluo-8 calcium influx, agonist mode | activation, % at 8.33 µM | 320,000 compounds, 0.19% hits | AID 540275; in the data active = activation above about 80%; inconclusive = between about 30% and that limit; note: 0% is about no effect
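TRPV1-expressing cells were cultured overnight at 35.5C and loaded with Fluo-8 calcium dye for 40 to 90 min at room temperature. After a 10 s baseline, compound was added and calcium influx was read kinetically for 3 min (ex 480/em 520 nm).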
KCNH2 WT inh: KCNH2 (human, wildtype) channel inhibition. Q12809. U2OS, BacMam KCNH2, thallium flux FluxOr; stronger effect = lower value. activity change, % at 1.84 µM. 340,000 compounds, 0.37% hits. AID 720551;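 active = maximum activity change below -70%; inconclusive = maximum activity change between -70% and -50%; inactive = maximum activity change above -50%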; note: % is set by controls: 0 for no effect and ±100 for the full control effect
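U2OS cells were transduced with wild-type KCNH2 virus (2.03 x 10^8 / mL) for 4 h at room temperature, then cultured overnight at 37 C. Thallium flux was read with FluxOr dye. Rate constants were normalized to DMSO controls.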
GALK inhibitor: inhibitors of human galactokinase; Purified GALK, Kinase-Glo residual ATP luminescence; Potency, µM (series often up to 57.5 µM), for the others: at the highest dose activity change, negative = inhibition, usual class: inhibitors; 270,000 compounds, 0.007% hits; note: potency is the fitted concentration of half-maximal effect; % is set by controls: 0 for no effect and ±100 for the full control effect
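Compounds were pin-transferred into ATP buffer (35 uM final), then GALK plus galactose (5 nM, 100 uM final) was added. After 1 h at room temperature, Kinase-Glo Plus was added and luminescence read after 10 min.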
MBNL1-CUG inh: MBNL1-poly(CUG) RNA binding inhibition; 280,000 compounds, 0.036% hits; TR-FRET MBNL1-His/biotin-(CUG)12 binding, 665/545 ratio; Potency, µM (doses to about 57.5 µM), for inactives: at the top dose activity change, negative = inhibition, actives largely listed as inhibitors; Q9NR56; active = well fitted inhibition curve with a large enough effect in the signal ratio, with a control signal flat, not every such curve was filed as active; inconclusive = small, poorly fitted or top-dose-only effect, or effect the other way, or a change in a side signal; inactive = no such curve, though single readings can be large or run the other way; the % refers to the signal ratio; note: potency is the fitted concentration of half-maximal effect; % is set by controls: 0 for no effect and ±100 for the full control effect
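Compounds (final 92 nM to 58 uM) are added to His-tagged MBNL1 and biotin-(CUG)12, then terbium anti-His antibody and streptavidin-XL665 (5 nM final). After 60 min at room temperature, the 665/545 nm ratio is read.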
S-ASM inh: inhibitors of human secretory acid sphingomyelinase. P17405. placental ASM, HMU-PC fluorogenic substrate, 60 min. Potency, µM (highest dose often 57.5 µM), without a hit: at the highest dose activity change, negative = inhibition, most hits filed as inhibitors. 340,000 compounds, 0.006% hits; note: potency is the fitted concentration of half-maximal effect
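Fluorogenic HMU-PC substrate (9 uM final) is turned over by placental ASM in 60 min at 37 C after a 10 min compound preincubation. Reaction ended by alkaline stop (pH 10), with fluorescence read at 386/447 nm.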
A-T KAP1 phos: potential ataxia-telangiectasia treatment; 320,000 compounds, 0.19% hits; Potency, µM (titrated, usually from 57.5 µM), inactives show top-dose activation, hits mostly activators; […] A-T fibroblasts, KAP-1 phosphorylation AlphaLISA; neocarzinostatin DNA damage 30 min before lysis; note: potency is the fitted concentration of half-maximal effect; % of control where 0% means no effect; nearly all actives have a fitted effect of over 45% in size
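hTERT-immortalized A-T patient fibroblasts ([…]), 500 cells/well in OPTI-MEM, 1% FBS, got compounds for 60 min, then NCS for 30 min at 37C. Lysates were then assayed for phospho-KAP-1 by AlphaLISA (anti-pKAP1 donor, anti-KAP1 acceptor beads), 6 hr at 25C.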
a7 integrin act: activates integrin-mediated alleviation for muscular dystrophy; alpha7betagal myoblasts, beta-gal FDG fluorescence, 48 h; Potency, µM (doses to about 38.3 µM), for inactives: at the highest dose activation, hits mostly activators; 350,000 compounds, 0.064% hits; AID 624291;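 note: potency is the fitted concentration of half-maximal effect; 100% = response of the positive control SU9516; nearly all actives have a fitted effect of over 60% in size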
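alpha7betagal+/- myoblasts (passage 13, 250/well) treated 48 h at 37C with compounds at 1:260 dilution of DMSO stock. Lysed, then beta-galactosidase activity read as FDG fluorescence (ex 480/em 540) after 30 min, with pre-read for autofluorescence.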
An asterisk follows results filed as active; i = inactive; u = inconclusive; x = no result given; [ ] = another dose, or the depositor's remark. Unless noted, calls come from the whole dose curve; as a rule, active = well fitted curve in the direction sought with a large enough effect; inconclusive = small, poorly fitted or top-dose-only effect, or another doubt; inactive = no such curve, though single readings can be large; an effect the other way counts as inactive or inconclusive.

molecule	MLL CXXC-DNA inh	KCNH2 3.1 inh	Coupling enz	TRPV1 agonist	KCNH2 WT inh	GALK inhibitor	MBNL1-CUG inh	S-ASM inh	A-T KAP1 phos	a7 integrin act
Cc1ccc(NC(=O)CCC(=O)OCC(=O)c2ccc(Oc3ccc([N+](=O)[O-])cc3)cc2)cc1	11%	6	3	1	i	2%	x	-2%	-2%	39%
O=C(COC(=O)c1cccnc1Cl)Nc1cccc(S(=O)(=O)N2CCOCC2)c1	x	-15	x	x	2	x	x	6%	-13%	6%
CN(C)CCNc1oc(COc2cccc(Cl)c2)nc1C#N	-17%	1	-2	6	1	3%	2%	-1%	-11%	7%
COC(=O)C1CCN(C(=O)[C@H](C)NC(=O)C2CC(=O)N(c3ccc(F)cc3)C2)CC1 (stereo not given in full)	4%	-11	x	-1	7	-1%	-8%	5%	10%	u
O=C(CNS(=O)(=O)c1ccc(Br)s1)Nc1ccc2c(c1)OCCO2	1%	-5	-3	16	-13	-1%	3%	-2%	x	-18%
O=S(=O)(c1ccccc1)c1nc(-c2cccs2)oc1NCC1CCCO1 (stereo not given)	0%	9	3	3	10	2%	22%	6%	1%	31%
CC(C)N1C/C(=C/c2ccsc2)C(=O)/C(=C/c2ccsc2)C1	-6%	x	5	2	22	0%	-6%	-5%	8%	-61%[inhibitor]
CCC(=O)n1nc(-c2cccnc2)nc1NCc1ccc(F)cc1	24%	-17	2	0	6	0%	-2%	4%	-1%	42%
CC(=O)N[C@@H](Cc1ccc(OC(F)(F)F)cc1)C(=O)O	-1%	27	7	8	2	x	-13%	3%	3%	-2%
COc1ccc(-c2ccc(C#N)c(SCC(=O)NCc3ccco3)n2)cc1OC	5%	9	-7	-1	6	0%	u	i	8%	-21%
COc1ccc(/C=N/OCC(=O)N2CC3(C)CC2CC(C)(C)C3)cc1 (stereo not given)	5%	3	1	3	2	-2%	-12%	-3%	3%	13%
COCc1cc(=O)[nH]c(/N=C(\N)Nc2cccc(C)c2)n1	4%	6	-7	-1	-8	1%	-12%	4%	-2%	17%
CCCOc1ccc(C(=O)NC(=S)Nc2nc(C)c(C(=O)N(C)C)s2)cc1	-1%	-5	-4	1	4	-4%	0%	-15%	5%	19%
Cc1cccc(C(=O)OCC(=O)N2CCCCCC2)c1C	x	1	x	x	-4	x	x	1%	4%	-15%
CCCOc1ccc(C(=O)NNC(=O)CCNC(=O)c2ccco2)cc1OC	x	0	x	10	10	x	x	-2%	-10%	27%
O=C(NCCCO)c1ccc2[nH]c3ccccc3c2c1	4%	2	-1	-5	2	-2%	-10%	-1%	-7%	19%
CC1CCC(C(C)C)C(OC(=O)COC(=O)c2ccc(=O)[nH]c2)C1 (stereo not given)	9%	-1	7	u	5	3%	6%	-5%	-3%	-34%
CCc1nonc1NC(=O)c1oc2cc(C)c(C)cc2c1C	18%	4	x	23	x	5%	-1%	-6%	7%	10%
CCn1c(=O)c(C(=O)NNC(=O)c2ccccc2Cl)c(O)c2ccccc21	-21%	0	-2	-3	12	0%	-11%	-8%	2%	-19%
CCOC(=O)Nc1ccc2c(c1)N(CCCN(C)C)c1ccccc1CC2	30%[activator]	-36	2	5	25	1%	-2%	-1%	-3%	-59%[inhibitor]
COc1cc(NC(=O)COc2ccc(C)c(C)c2)ccc1NC(=O)c1ccco1	-2%	-6	-4	1	-1	-4%	1%	-4%	-9%	u
CN1C(=O)NC(c2ccccc2)C2=C1CN(c1ccc3ccccc3c1)C2=O (stereo not given)	-4%	5	-6	1	6	-1%	13%	0%	2%	21%
CCN1CCN(c2cc(C)c3cc(NC(=S)N4CCN(c5ccccc5F)CC4)ccc3n2)CC1	12%	u	-1	1	4	-1%	5%	45%[activator]	-4%	-17%
CCOc1ccc(S(=O)(=O)Nc2ccc(Cl)cn2)c(C)c1C	2%	-11	2	0	1	4%	2%	-5%	-1%	u
Fc1ccc(-n2nnc(-c3ccnc4ccccc34)n2)cc1	-13%	-17	0	-1	-5	0%	3%	-5%	-3%	-4%
Cn1c(=O)c2[nH]c(N3CCOCC3)nc2n(-c2ccccc2)c1=O	-1%	0	2	-4	0	-1%	u	-6%	-2%	26%
COc1cc([N+](=O)[O-])ccc1NC(=O)Oc1ccc(NC(C)=O)cc1	0%	4	-3	-8	6	6%	u	-3%	u	-8%
CN(c1ccc(C(=O)O)cc1)S(=O)(=O)c1ccccc1	3%	24	5	1	13	3%	6%	5%	-3%	19%
CCOC(=O)N1CCC(NC(=O)c2cnn3c2NC(c2ccco2)CC3C(F)(F)F)CC1 (stereo not given)	-8%	2	-2	0	-29	2%	-11%	0%	x	-5%
O=C1COc2ccc(C(=O)c3ccccc3C(=O)O)cc2N1	2%	2	3	2	-13	x	-8%[11.5 µM]	2%	1%	15%
Nc1ccccc1SCc1ccccc1	9%	19	-5	23	x	0%	8%	-2%	2%	0%
COc1ccc(C(=O)NCc2ccccc2OC)c(OC)c1	-2%	2	0	-3	5	3%	-10%	0%	25%	29%
COc1ccc(-n2ncc3c(NCc4ccccn4)ncnc32)cc1	5%	1	-2	0	5	0%	0%	-3%	3%	-12%
Cc1nn(C)cc1S(=O)(=O)N1CCN(Cc2cccc(Cl)c2)CC1	18%	4	1	3	3	6%	3%	-1%	-2%	-7%
O=[N+]([O-])c1ccc(/C=N/Nc2ncc(Br)cn2)cc1	5%	-6	-2	-1	-3	-1%	10%	0%	7%	-1%
O=C1NC(c2ccco2)Nc2sc3c(c21)CCN(Cc1ccccc1)C3 (stereo not given)	34%[activator]	-33	2	0	3	2%	u	x	34%	13%

A second format for 2 compounds above:
Screens in order – MLL CXXC-DNA inh	KCNH2 3.1 inh	Coupling enz	TRPV1 agonist	KCNH2 WT inh	GALK inhibitor	MBNL1-CUG inh	S-ASM inh	A-T KAP1 phos	a7 integrin act
Cc1ccc(NC(=O)CCC(=O)OCC(=O)c2ccc(Oc3ccc([N+](=O)[O-])cc3)cc2)cc1
    11%	6	3	1	i	2%	x	-2%	-2%	39%
Nc1ccccc1SCc1ccccc1
    9%	19	-5	23	x	0%	8%	-2%	2%	0%

Continuation:
molecule	MLL CXXC-DNA inh	KCNH2 3.1 inh	Coupling enz	TRPV1 agonist	KCNH2 WT inh	GALK inhibitor	MBNL1-CUG inh	S-ASM inh	A-T KAP1 phos	a7 integrin act
Cn1c(=O)oc2cc(S(=O)(=O)NCCCN3CCCC3=O)ccc21	-4%	-15	0	x	9	3%	-3%	4%	17%	-25%
CCN1CCN(C(=O)c2ccccc2N(Cc2ccccc2)S(=O)(=O)c2ccc(OC)cc2)CC1	-8%	-3	0	1	3	4%	-2%	1%	-19%	4%
OC(COc1ccc(Cl)cc1Cl)Cn1ccnc1 (stereo not given)	6%	3	4	1	3	-1%	3%	-4%	11%	-10%
CCOC(=O)c1c(-n2c(C)cc(C=O)c2C)sc2c1CCCC2	-1%	-4	0	22	-17	-2%	-8%	-8%	1%	-9%
Cc1onc(-c2ccccc2)c1-c1nc2cc(Cl)ccc2c(=O)o1	12%	17	1	x	17	-5%	x	9%	10%	7%
CSc1ccc(/C=N/NC(=O)CNc2cccc3ccccc23)cc1	16%	-2	2	-3	-4	-1%	-7%	5%	-2%	11%
CCN(CC)CCCNc1nc(SC)nc2sc3c(c12)CCN(C)C3	-10%	x	1	-2	x	2%	-19%	x	3%	x
O=C(N/N=C/c1ccccn1)c1ccc([N+](=O)[O-])cc1Cl	-14%	-2	1	-1	-10	3%	u	1%	-5%	-14%
CCOC(=O)N1CCN(C(=O)c2cc3c(-c4ccc(Cl)cc4)nn(C)c3s2)CC1	-10%	-23	0	x	-7	1%	-9%	-12%	12%	9%
CC1CCN(CCCCOc2cccc(Br)c2)CC1	16%	-30	0	-4	37	3%	-7%	2%	-9%	-41%
O=C(O)C/C(=C\c1cc(Cl)c2c(c1)OCO2)c1nc2ccccc2s1	-2%	-4	3	-1	20	1%	4%	34%[activator]	8%	19%
C=CCN(CC=C)C(=S)Nc1ccc2nsnc2c1	0%	-2	-54*	0	-8	0%	u	7%	u	-14%
COc1ccc(-c2cc(C(F)(F)F)nc(N)n2)cc1	0%	-4	2	-2	-10	-1%	-3%	2%	-1%	-16%
CCOc1ccc(N2C(=O)CS/C2=C(\C(Cl)=C(Cl)Cl)[N+](=O)[O-])cc1	-26%	9	-2	0	-2	-1%	u	-5%	x	-20%
CCCCN1CC(=O)N2[C@H]3c4cc(OC)ccc4OC[C@@H]3[C@H](C(=O)OCC)[C@]2(C)C1=O	x	-1	x	3	-25	x	x	5%	8%	-29%
CC(=O)COC(=O)C1=NN(c2ccccc2)C(=O)CC1	14%	-2	3	-9	0	x	-8%	10%	2%	-8%
CCCCc1cc2c(c(NC(=O)CC)n1)c(=O)oc1ccccc12	0%	-4	4	0	-2	0%	4%	31%	2%	-21%
